High-throughput results: PubChem BioAssay, several laboratories
FadD28 FP inh = inhibitors of Mycobacterium tuberculosis FadD28 bisubstrate binding; actives 0.22% (n = 360,000); FadD28 bisubstrate probe binding, fluorescence polarization; inhibition, % at 12.5 µM; in the data active = inhibition above about 8.5%, passing the limit was not always enough; inconclusive = no clear call, values can overlap the other calls
GDH-TPI counter = GDH-TPI coupled enzyme inhibition counter-screen | GDH-TPI coupled enzyme counterscreen, NADH absorbance | inhibition, % at 4.8 µM | actives 1.2% (n = 360,000) | AID 588335; in the data active = inhibition above about 30%;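 also: 0% = DMSO wells and 100% = wells lacking the enzyme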
Mtb BioA inh = inhibitors of Mycobacterium tuberculosis BioA enzyme | actives 0.096% (n = 360,000) | inhibition, % at 9.99 µM | purified M. tuberculosis BioA enzyme, plate reader | AID 602481; in the data active = inhibition above about 40%; inconclusive = no clear call, values can overlap the other calls
BoNT-A LC inh2 = inhibitors of Botulinum neurotoxin A light chain protease | multiplex microsphere protease substrate cleavage, flow cytometry | inhibition, % at 10 µM | actives 0.17% (n = 360,000); also: plate controls were buffer without enzyme for full effect and enzyme alone for no effect
Anthrax LF prot = blocks Bacillus anthracis lethal factor protease | multiplex microsphere protease cleavage assay, LF | actives 0.12% (n = 360,000) | P15917 | inhibition, % at 10 µM | AID 588501; also: plate controls were buffer without enzyme for full effect and enzyme alone for no effect
Target sequence (P15917 whole entry, looked up): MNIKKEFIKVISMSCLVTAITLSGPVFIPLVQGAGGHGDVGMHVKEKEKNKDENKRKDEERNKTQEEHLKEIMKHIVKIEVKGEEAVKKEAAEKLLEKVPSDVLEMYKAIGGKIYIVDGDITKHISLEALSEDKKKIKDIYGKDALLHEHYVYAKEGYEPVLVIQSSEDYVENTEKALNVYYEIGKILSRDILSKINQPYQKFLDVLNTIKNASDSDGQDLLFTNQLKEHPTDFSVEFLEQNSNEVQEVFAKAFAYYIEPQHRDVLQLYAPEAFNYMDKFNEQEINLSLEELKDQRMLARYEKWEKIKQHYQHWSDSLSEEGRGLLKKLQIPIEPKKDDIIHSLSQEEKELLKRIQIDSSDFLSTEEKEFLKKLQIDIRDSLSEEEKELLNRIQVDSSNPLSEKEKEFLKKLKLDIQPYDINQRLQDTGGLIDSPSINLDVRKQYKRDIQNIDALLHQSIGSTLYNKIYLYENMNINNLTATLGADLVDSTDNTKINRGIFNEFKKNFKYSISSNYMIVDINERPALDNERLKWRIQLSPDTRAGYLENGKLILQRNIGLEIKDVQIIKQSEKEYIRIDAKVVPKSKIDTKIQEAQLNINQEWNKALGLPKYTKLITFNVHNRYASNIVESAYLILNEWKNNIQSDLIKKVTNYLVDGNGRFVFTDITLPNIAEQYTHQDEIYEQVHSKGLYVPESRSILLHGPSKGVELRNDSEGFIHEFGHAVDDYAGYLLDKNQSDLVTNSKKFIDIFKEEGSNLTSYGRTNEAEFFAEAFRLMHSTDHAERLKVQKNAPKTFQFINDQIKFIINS
UGM FP inh = inhibitors of M. tuberculosis UDP-galactopyranose mutase; purified UGM, fluorescence polarization probe displacement; actives 0.06% (n = 320,000); inhibition, % at 10 µM; in the data active = inhibition above about 10%, passing the limit was not always enough; inconclusive = no clear call, values can overlap the other calls
PfHsp40 rescue = rescue of PfHsp40-mediated yeast toxicity. S. cerevisiae expressing PfHsp40, growth rescue, ATP luminescence. growth rescue, % at 12.5 µM. actives 0.68% (n = 340,000). AID 504582; in the data active = growth rescue above about 28%, passing the limit was not always enough; inconclusive = no clear call, values can overlap the other calls;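 also: yeast W303a lacking pdr1 and pdr3 grown in galactose medium; growth measured after three days at 30 °C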
Mtb FBA inh = inhibits M. tuberculosis FBA enzyme | P9WQA3 | purified M. tuberculosis FBA, fluorescence read-out | inhibition, % at 1 µM | actives 2.3% (n = 360,000); in the data active = inhibition above about 27%;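 also: 0% = vehicle and 100% = reference inhibitor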
BoNT F protease = blocks Botulinum neurotoxin F light chain protease; Multiplex microsphere protease cleavage assay, flow cytometry; inhibition, % at 10 µM; actives 0.22% (n = 360,000); AID 588497; in the data active = inhibition above about 35%, passing the limit was not always enough; inconclusive = no clear call, values can overlap the other calls; also: plate controls were buffer without enzyme for full effect and enzyme alone for no effect
* marks the source's active call; other numbers are inactive results. Rule as the data show it, unless noted: active = inhibition above about 30%; inconclusive = no clear call, values can overlap the other calls; inactive = below that.

`CC(=O)N1CCN(C(=O)c2ccc(Cl)c(S(=O)(=O)N3CC(C)OC(C)C3)c2)CC1` (configuration not stated) gave GDH-TPI counter 6, Mtb BioA inh -1.4, BoNT-A LC inh2 0.0, Anthrax LF prot -1, UGM FP inh -0.9, PfHsp40 rescue -1.4, Mtb FBA inh 0 and BoNT F protease -3.
Screening OC(c1ccc(F)cc1)c1nc(-c2ccncc2)cs1 (configuration not stated) returned FadD28 FP inh -0.9, GDH-TPI counter 5, Mtb BioA inh -0.4, BoNT-A LC inh2 -0.1, Anthrax LF prot 0, Mtb FBA inh 4 and BoNT F protease 1.
Screening O=C(NCC1CCCN(C(=O)CN2CCCCC2)C1)c1ccccc1Cl (configuration not stated) returned FadD28 FP inh 0.5, GDH-TPI counter 0, Mtb BioA inh -1.6, BoNT-A LC inh2 0.4, Anthrax LF prot -5, UGM FP inh -3.5, PfHsp40 rescue -1.4, Mtb FBA inh -1 and BoNT F protease -4.
Screening CCOC(=O)C(=NCCCN(C)C)NNc1ccc(Br)cc1 returned FadD28 FP inh -1.8, GDH-TPI counter 6, BoNT-A LC inh2 -0.5, Anthrax LF prot -2, UGM FP inh -1.2, PfHsp40 rescue 2.0, Mtb FBA inh 4 and BoNT F protease -5.
For COc1cc(C)c(Br)cc1S(=O)(=O)NCc1ccncc1 the results were FadD28 FP inh -2.5, GDH-TPI counter 11, BoNT-A LC inh2 1.5, Anthrax LF prot 3, UGM FP inh 0.8, PfHsp40 rescue -2.4, Mtb FBA inh 2 and BoNT F protease 11.
`CCn1c(C(=O)N2CCCC(C(=O)NCCCc3ccccc3)C2)cc2sccc21` (configuration not stated) gave FadD28 FP inh -2.3, GDH-TPI counter 5, BoNT-A LC inh2 0.0, Anthrax LF prot 1, UGM FP inh 0.7, PfHsp40 rescue -0.7, Mtb FBA inh 0 and BoNT F protease 2.
O=C(Cn1cc(C(F)(F)F)ccc1=O)N1CCCc2ccccc21 was read as FadD28 FP inh -0.4, GDH-TPI counter -3, BoNT-A LC inh2 -0.2, Anthrax LF prot -1, UGM FP inh -2.1, PfHsp40 rescue -0.5, Mtb FBA inh 0 and BoNT F protease 1.
Screening O=C(NCC1(N2CCOCC2)CCCCC1)c1cccc(S(=O)(=O)N2CCc3ccccc3C2)c1 returned FadD28 FP inh -2.2, GDH-TPI counter -1, Mtb BioA inh 0.0, BoNT-A LC inh2 0.5, Anthrax LF prot -6, UGM FP inh 5.2, PfHsp40 rescue -0.1, Mtb FBA inh -1 and BoNT F protease -14.
CCCC(C1=C(O)CC(C)(C)CC1=O)C1C(=O)CC(C)(C)CC1=O (configuration not stated) was read as FadD28 FP inh -2.3, GDH-TPI counter -7, Mtb BioA inh 10, BoNT-A LC inh2 0.8, Anthrax LF prot -5, UGM FP inh -2.8, PfHsp40 rescue 0.8, Mtb FBA inh 5 and BoNT F protease inconclusive.
`COC(=O)c1cc(Cl)cc(Cl)c1OS(=O)(=O)N(C)C` gave FadD28 FP inh -2.2, GDH-TPI counter -1, Mtb BioA inh 0.7, BoNT-A LC inh2 -0.1, Anthrax LF prot -1, UGM FP inh -2.5, PfHsp40 rescue 0.3, Mtb FBA inh 6 and BoNT F protease 2.
CCN(CC)S(=O)(=O)c1ccc(NN=C2CCN(C)CC2)c([N+](=O)[O-])c1 was read as FadD28 FP inh -3.8, GDH-TPI counter -3, Mtb BioA inh 0.2, BoNT-A LC inh2 -0.4, Anthrax LF prot -7, UGM FP inh -1.8, PfHsp40 rescue 0.4, Mtb FBA inh -6 and BoNT F protease -7.
`Cc1cc(C)c(S(=O)(=O)c2cccc(C)c2C)c(=O)[nH]1` gave FadD28 FP inh -1.3, GDH-TPI counter 4, Mtb BioA inh 0.8, BoNT-A LC inh2 1.1, Anthrax LF prot -12, UGM FP inh 1.9, PfHsp40 rescue 0.2, Mtb FBA inh 2 and BoNT F protease -11.
Cc1nn(Cc2ccccc2)c(C)c1CNC(=O)[C@H](C)N=C1NS(=O)(=O)c2ccccc21 was read as FadD28 FP inh -0.5, GDH-TPI counter 13, Mtb BioA inh 1.0, BoNT-A LC inh2 1.6, Anthrax LF prot 12, UGM FP inh 0.5, PfHsp40 rescue -0.8, Mtb FBA inh 3 and BoNT F protease 16.
For CN(C(=O)Oc1ccc(F)cc1)c1ccccc1 the results were FadD28 FP inh 0.8, GDH-TPI counter 1, Mtb BioA inh -1.7, BoNT-A LC inh2 1.9, Anthrax LF prot -4, UGM FP inh -0.4, PfHsp40 rescue 0.5, Mtb FBA inh -1 and BoNT F protease 32.
Screening CCOc1ccccc1NC(=O)C1CCCN1S(=O)(=O)c1ccc2c(c1)C(C)(C)C(=O)N2C (configuration not stated) returned FadD28 FP inh -2.5, GDH-TPI counter 8, Mtb BioA inh 1.8, BoNT-A LC inh2 -0.5, Anthrax LF prot -1, Mtb FBA inh -1 and BoNT F protease -8.
Nc1nc(N)c(N=Nc2ccccc2)c(=O)[nH]1 was read as FadD28 FP inh -0.4, GDH-TPI counter 26, Mtb BioA inh -0.5, BoNT-A LC inh2 -0.3, Anthrax LF prot -11, PfHsp40 rescue 1.1, Mtb FBA inh -2 and BoNT F protease -1.
Screening COc1ccc(C(=O)NCC(C)C)c(OC)c1 returned FadD28 FP inh -2.0, GDH-TPI counter 6, Mtb BioA inh 1.2, BoNT-A LC inh2 1.1, Anthrax LF prot 2, UGM FP inh 2.0, PfHsp40 rescue -1.1, Mtb FBA inh 0 and BoNT F protease 8.
Screening O=C(CCSCc1ccccc1)Nc1ccc2c(c1)OCCO2 returned FadD28 FP inh -0.6, GDH-TPI counter -8, BoNT-A LC inh2 -0.6, Anthrax LF prot -8, UGM FP inh -2.2, PfHsp40 rescue 0.3, Mtb FBA inh 2 and BoNT F protease 1.
`O=C(N/N=C/c1cc(Br)c(O)c(Br)c1)c1cc2c(ccc3ccccc32)o1` gave FadD28 FP inh 25*, GDH-TPI counter 33*, Mtb BioA inh 1.5, BoNT-A LC inh2 -4.3, Anthrax LF prot 3, UGM FP inh 0.3, PfHsp40 rescue -1.6, Mtb FBA inh 5 and BoNT F protease -10.
C/C(=N\NC(=S)Nc1c(C)cccc1C)c1ccc(OC(F)F)cc1 was read as FadD28 FP inh -3.1, GDH-TPI counter 1, BoNT-A LC inh2 0.0, Anthrax LF prot -2, UGM FP inh 0.1, PfHsp40 rescue 1.4, Mtb FBA inh -3 and BoNT F protease 2.
COC(=O)CNC(=O)COC(=O)/C=C/c1ccc(F)cc1 was read as FadD28 FP inh -1.4, GDH-TPI counter 5, BoNT-A LC inh2 -0.4, Anthrax LF prot 3, UGM FP inh -1.6, PfHsp40 rescue -1.9, Mtb FBA inh 4 and BoNT F protease -2.
Screening Cc1cccc(Cn2cc(C=O)c3ccccc32)c1 returned FadD28 FP inh -3.9, GDH-TPI counter -6, Mtb BioA inh 0.9, BoNT-A LC inh2 0.1, Anthrax LF prot -4, UGM FP inh -0.9, PfHsp40 rescue 3.1, Mtb FBA inh 0 and BoNT F protease 17.
Screening Cc1cccc(N2CCN(C(=O)c3noc4c3COc3ccc(C)cc3-4)CC2C)c1 (configuration not stated) returned FadD28 FP inh -0.6, GDH-TPI counter 3, Mtb BioA inh -2.5, BoNT-A LC inh2 -0.6, Anthrax LF prot -10, UGM FP inh 0.2, PfHsp40 rescue -0.3, Mtb FBA inh 1 and BoNT F protease -7.
Screening CCN(c1ccccc1)S(=O)(=O)c1cc2c(cc1C)NC(=O)CO2 returned FadD28 FP inh -0.6, GDH-TPI counter 2, Mtb BioA inh -0.8, BoNT-A LC inh2 -2.0, Anthrax LF prot -10, UGM FP inh -1.2, PfHsp40 rescue -0.8, Mtb FBA inh 1 and BoNT F protease -39.
Screening COc1ccc(OC)c([N+](=O)[O-])c1C(N)=O returned FadD28 FP inh -2.7, GDH-TPI counter 6, BoNT-A LC inh2 -1.0, Anthrax LF prot -1, UGM FP inh -1.9, PfHsp40 rescue -0.9, Mtb FBA inh 0 and BoNT F protease -6.
For COc1cc(-c2n[nH]c(=S)n2/N=C/c2cccn2C)cc(OC)c1OC the results were FadD28 FP inh -2.8, GDH-TPI counter 14, BoNT-A LC inh2 -0.2, Anthrax LF prot 6, UGM FP inh 0.5, PfHsp40 rescue 2.5, Mtb FBA inh -6 and BoNT F protease inconclusive.
Screening COc1cc2c(cc1OC)C(C(=O)NC(C)C)C1CCCCN1C2=O (configuration not stated) returned FadD28 FP inh 0.2, GDH-TPI counter -5, Mtb BioA inh -0.7, BoNT-A LC inh2 -0.2, Anthrax LF prot -4, UGM FP inh 5.0, PfHsp40 rescue -1.0, Mtb FBA inh 7 and BoNT F protease -4.
O=C(CCn1c(=S)[nH]c2ccccc2c1=O)N1CCOCC1 was read as FadD28 FP inh -1.0, GDH-TPI counter 2, Mtb BioA inh -0.9, BoNT-A LC inh2 -0.4, Anthrax LF prot -3, UGM FP inh 1.4, PfHsp40 rescue -1.1, Mtb FBA inh 3 and BoNT F protease -12.
For COCCNC(=O)CN(C(=O)CCC(=O)Nc1cc(C)on1)c1ccccc1C the results were FadD28 FP inh -0.3, GDH-TPI counter 8, Mtb BioA inh 12, BoNT-A LC inh2 -0.1, Anthrax LF prot 0, UGM FP inh -0.6, PfHsp40 rescue 5.4, Mtb FBA inh 1 and BoNT F protease -2.
`CCCCNc1c(-c2ccc(SC(C)CC)c(OC)c2)nc2ccc(C)cn12` (configuration not stated) gave FadD28 FP inh -0.5, GDH-TPI counter 14, Mtb BioA inh 1.3, BoNT-A LC inh2 -1.1, Anthrax LF prot -6, UGM FP inh 4.2, PfHsp40 rescue 4.0, Mtb FBA inh 48* and BoNT F protease -14.

Retrieved by structure from the entries so far (3):
`CCCCNc1c(-c2ccc(SC(C)CC)c(OC)c2)nc2ccc(C)cn12` (configuration not stated) gave FadD28 FP inh -0.5, GDH-TPI counter 14, Mtb BioA inh 1.3, BoNT-A LC inh2 -1.1, Anthrax LF prot -6, UGM FP inh 4.2, PfHsp40 rescue 4.0, Mtb FBA inh 48* and BoNT F protease -14.
Screening Cc1cccc(N2CCN(C(=O)c3noc4c3COc3ccc(C)cc3-4)CC2C)c1 (configuration not stated) returned FadD28 FP inh -0.6, GDH-TPI counter 3, Mtb BioA inh -2.5, BoNT-A LC inh2 -0.6, Anthrax LF prot -10, UGM FP inh 0.2, PfHsp40 rescue -0.3, Mtb FBA inh 1 and BoNT F protease -7.
Screening Cc1cccc(Cn2cc(C=O)c3ccccc32)c1 returned FadD28 FP inh -3.9, GDH-TPI counter -6, Mtb BioA inh 0.9, BoNT-A LC inh2 0.1, Anthrax LF prot -4, UGM FP inh -0.9, PfHsp40 rescue 3.1, Mtb FBA inh 0 and BoNT F protease 17.

Later entries:
Screening O=C(CSc1nc(=O)[nH]c2c1CCCC2)Nc1cc(C(F)(F)F)cc(C(F)(F)F)c1 returned FadD28 FP inh -4.6, GDH-TPI counter -4, Mtb BioA inh -1.4, UGM FP inh 1.8, PfHsp40 rescue -1.4 and Mtb FBA inh 0.
CN(C)CCC#CC1(O)c2ccccc2-c2ccccc21 was read as FadD28 FP inh -4.2, GDH-TPI counter 2, Mtb BioA inh -3.9, BoNT-A LC inh2 2.2, Anthrax LF prot 7, UGM FP inh 0.2, PfHsp40 rescue -0.1, Mtb FBA inh 0 and BoNT F protease 0.
`Cc1oc(-c2ccccc2)nc1CS(=O)CC(=O)N1CCc2ccccc2C1` (configuration not stated) gave FadD28 FP inh -2.8, GDH-TPI counter 6, Mtb BioA inh -0.7, BoNT-A LC inh2 -0.5, Anthrax LF prot -6, UGM FP inh 2.1, PfHsp40 rescue -0.4, Mtb FBA inh -1 and BoNT F protease -3.
`O=C(CCC1CCCN(C(=O)c2ccc3c(c2)OCO3)C1)N1CCN(c2ccccn2)CC1` (configuration not stated) gave FadD28 FP inh 1.6, GDH-TPI counter 3, BoNT-A LC inh2 0.4, Anthrax LF prot -3, UGM FP inh 2.0, PfHsp40 rescue 0.0, Mtb FBA inh 10 and BoNT F protease -7.
Cc1cc(C)c(C)c(S(=O)(=O)N2CCN(C(=O)c3cc(=O)[nH]c4ccccc34)CC2)c1C was read as FadD28 FP inh -3.1, GDH-TPI counter 14, Mtb BioA inh 1.3, BoNT-A LC inh2 7.6, Anthrax LF prot -9, UGM FP inh 0.9, PfHsp40 rescue -0.1, Mtb FBA inh 3 and BoNT F protease 11.
